# MC4R antagonist = human MC4R antagonism in cAMP assay | P32245 | MC4R-expressing cells, MTII-stimulated cAMP, LANCE TR-FRET | inhibition, % at 6.5 µM | actives 0.48% (n = 360,000) | AID 540295;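 active = inhibition above its plate's cutoff, the mean of tested wells on that plate plus 3 SD, cut at about 29% in these data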;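 note: 0% = Melanotan II alone and 100% = Melanotan II plus saturating MCL0020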
# Target sequence (P32245 whole entry, looked up): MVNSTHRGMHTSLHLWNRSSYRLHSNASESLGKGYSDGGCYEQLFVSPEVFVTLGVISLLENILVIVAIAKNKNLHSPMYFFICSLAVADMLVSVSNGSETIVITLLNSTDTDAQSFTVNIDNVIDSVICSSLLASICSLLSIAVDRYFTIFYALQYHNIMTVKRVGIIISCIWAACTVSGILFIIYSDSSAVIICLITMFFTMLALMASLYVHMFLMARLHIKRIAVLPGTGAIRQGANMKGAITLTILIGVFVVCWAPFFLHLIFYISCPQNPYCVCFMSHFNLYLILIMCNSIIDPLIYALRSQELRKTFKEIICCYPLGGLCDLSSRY
#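 Assay system: U2OS-MC4R stable cell line; Also added: Melanotan II; Technique: Eu-cAMP/anti-cAMP TR-FRET, emission 671 nm; Times: 30-min compound, 1-h challenge, 1-h detection, room temperature.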
# LRH-1 inv ag = inverse agonists of human LRH-1 (NR5A2) | actives 0.13% (n = 360,000) | HEK293T StAR-luciferase reporter, LRH-1 transfected, 24 h | O00482 | inhibition, % at 3.6 µM;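 active = inhibition above the mean inhibition of all tested compounds plus 3 SD, cut at about 73% in these data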;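 note: 0% = DMSO wells and 100% = reporter-only cells lacking LRH-1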
# Target sequence (O00482 whole entry, looked up): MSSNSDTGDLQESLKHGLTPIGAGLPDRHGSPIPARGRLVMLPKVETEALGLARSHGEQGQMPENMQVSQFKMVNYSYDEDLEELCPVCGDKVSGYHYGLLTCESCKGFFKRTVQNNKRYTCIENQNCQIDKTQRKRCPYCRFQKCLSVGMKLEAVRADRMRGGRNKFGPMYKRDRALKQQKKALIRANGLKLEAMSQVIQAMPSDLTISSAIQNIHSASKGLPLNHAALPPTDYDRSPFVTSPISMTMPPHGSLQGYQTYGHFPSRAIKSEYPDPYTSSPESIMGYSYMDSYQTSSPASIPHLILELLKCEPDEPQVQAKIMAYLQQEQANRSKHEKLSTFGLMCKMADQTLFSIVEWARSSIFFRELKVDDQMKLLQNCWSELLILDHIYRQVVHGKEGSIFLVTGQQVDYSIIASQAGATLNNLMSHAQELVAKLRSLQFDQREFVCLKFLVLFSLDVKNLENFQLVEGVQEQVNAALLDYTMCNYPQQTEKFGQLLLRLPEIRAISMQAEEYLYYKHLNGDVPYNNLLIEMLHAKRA
# EBV LMP1 NFkB = reduces LMP1-driven NF-kappaB luciferase signal | inhibition, % at 12.5 µM | LMP1-induced NF-kappaB luciferase reporter cells, luminescence | actives 0.69% (n = 350,000); in the data active = inhibition above about 41%;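 note: 0% = neutral control wells and 100% = reference inhibitor control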
# COUP-TFII inh = blocks human COUP-TFII nuclear receptor; HEK293T NGFI-A luciferase reporter, luminescence; inhibition, % at 8.6 µM; actives 0.7% (n = 370,000);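 active = inhibition above a per-plate cutoff, mean inhibition of test wells between control levels plus 3 SD, cut at about 38% in these data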;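 note: cells cotransfected with COUP-TFII expression vector driving the NGFI-A reporter; 0% = median of COUP-TF2 test wells and 100% = reporter-only cells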
# NCOA2 inhibitor = inhibits human steroid receptor coactivator 2 | Q15596 | HEK293 GAL4-SRC2 luciferase reporter, luminescence | inhibition, % at 9 µM | actives 0.17% (n = 370,000) | AID 651957;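 active = inhibition above the mean inhibition of all tested compounds plus 3 SD, set per campaign, cut at about 52% in these data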;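 note: 0% = DMSO treated cells and 100% = cells given Gossypol at 36 µM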
# SRC3 inh = human NCOA3 inhibition; Q9Y6Q9; HEK293 GAL4-SRC3 luciferase reporter, luminescence; inhibition, % at 3.6 µM; actives 0.17% (n = 360,000); AID 588352;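 active = inhibition above a per-campaign cutoff, the mean of all compounds plus 3 SD, cut at about 60% in these data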;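 note: 0% = DMSO-treated cells and 100% = gossypol-treated cells at 36 µM; higher means less SRC3-driven luciferase light from the GAL4 reporter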
# MC4R barr agon = activates human MC4R beta-arrestin recruitment | actives 0.98% (n = 360,000) | P32245 | U2OS MC4R beta-arrestin complementation, luminescence; percent of melanotan II response, DMSO zero | activation, % at 8.9 µM | AID 540308;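 active = activation above a per-plate cutoff, the mean activation of sample wells on that plate plus 3 SD, cut at about 8% in these data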
# TLR9-MyD88 block = inhibitors of human TLR9-MyD88 binding; Q9NR96+Q99836; CHO BLA complementation TLR9-MyD88, CCF4 FRET ratio; inhibition, % at 4.98 µM; actives 0.21% (n = 340,000);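 active = inhibition above the mean over all tested compounds plus 3 SD, cut at about 21% in these data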;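 note: 0% = DMSO only wells and 100% = clavulanate BLA inhibitor control wells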
# NOD2-RIPK2 inh = NOD2-RIPK2 protein interaction inhibition. actives 0.38% (n = 360,000). O43353. CHO BLA complementation NOD2-RIPK2, CCF4 ratio. inhibition, % at 4.98 µM; in the data active = inhibition above about 21%;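 note: 0% = vehicle only and 100% = reference blocker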
# ABHD5-PLIN5 inh = ABHD5-PLIN5 protein interaction inhibition. Q00G26+Q8WTS1. Split G. princeps luciferase complementation, luminescence, 4 h. inhibition, % at 4 µM. actives 0.78% (n = 360,000);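 active = inhibition above the mean inhibition across every tested compound plus 3 SD, cut at about 22% in these data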;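 note: 0% = DMSO only wells and the 100% control is not disclosed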
# SRC1 inh = human NCOA1 inhibition. Q15788. HEK293 GAL4-SRC1 luciferase reporter, luminescence. inhibition, % at 3.6 µM. actives 0.12% (n = 360,000). AID 588354;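 active = inhibition above the campaign mean plus 3 SD, with each screening campaign given its own cutoff, cut at about 60% in these data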;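 note: 0% = DMSO treated cells and 100% = gossypol at 36 µM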
# Numbers without * were called inactive; nt = not tested or not shown. This is a subset. The share of hits here may be higher or lower than overall.
# The line under a structure holds: MC4R antagonist | LRH-1 inv ag | EBV LMP1 NFkB | COUP-TFII inh | NCOA2 inhibitor | SRC3 inh | MC4R barr agon | TLR9-MyD88 block | NOD2-RIPK2 inh | ABHD5-PLIN5 inh | SRC1 inh
1	Cc1cc([N+](=O)[O-])cc(/C=N/n2c(C)nc3ccccc3c2=O)c1O
    9 | -3 | 0 | 5 | -6 | 19 | -0.1 | 0 | -9 | -2 | 1
2	Nc1ncc(CN2CCCC(C(=O)Nc3ccc(-c4ccco4)cc3)C2)cn1 (configuration not stated)
    -2 | 3 | -11 | 6 | -2 | -8 | -2.2 | 5 | -9 | 16 | 8
3	Cc1ccc[n+](CC(=O)Nc2ccc(Cl)c([N+](=O)[O-])c2)c1
    -5 | 43 | 2 | 6 | 16 | 12 | -0.9 | -2 | -1 | -5 | 4
4	COc1ccc(Nc2ccc(N3C(=O)CCCC3=O)cc2[N+](=O)[O-])cc1OC
    -13 | 17 | -4 | -5 | 8 | 14 | -2.0 | 9 | -1 | 7 | 14
5	Cc1ccccc1NC(=O)CSC1=C(C#N)C(c2ccsc2)CC(=O)N1 (configuration not stated)
    2 | -6 | -3 | -3 | 1 | -14 | -0.2 | -4 | -13 | 3 | -4
6	CNC(=O)NC(=O)C(C)OC(=O)CCCc1nc2ccccc2s1 (configuration not stated)
    -1 | -4 | 0 | -6 | 11 | 10 | 1.8 | 1 | -9 | 4 | -23
7	COc1cccc(-c2cc(C(=O)Nc3cccnc3)c3ccccc3n2)c1
    -3 | 11 | 1 | 0 | -7 | -18 | 0.9 | -5 | 8 | -12 | -2
8	CCn1c(SCC(=O)Nc2sccc2C(N)=O)nnc1C1CC1
    4 | -27 | -6 | 9 | -15 | 0 | -0.7 | 2 | 5 | 11 | -3
9	CC(C)CCNC(=O)C1CCC(CNS(=O)(=O)c2cccc3nsnc23)CC1 (configuration not stated)
    8 | -11 | -3 | nt | nt | -15 | -2.7 | -1 | -7 | -16 | 0
10	O/N=C/c1ccc2cccc(O)c2n1
    -4 | 4 | 0 | -14 | -38 | 13 | 0.5 | 5 | 0 | 2 | -26
11	CC(c1ccc(F)cc1)n1c(-c2cccs2)n[nH]c1=S (configuration not stated)
    -1 | 18 | -3 | -5 | -17 | 5 | -1.6 | -2 | -3 | -1 | 13
12	O=C1NC(=S)S/C1=C\c1cccc([N+](=O)[O-])c1
    15 | 4 | 14 | 6 | 3 | -6 | -3.4 | -3 | -1 | -4 | -4
13	COC(=O)CN(c1cc([N+](=O)[O-])ccc1OC)S(C)(=O)=O
    2 | 3 | 1 | 4 | 4 | 0 | -3.3 | 4 | -6 | 5 | 4
14	CN(Cc1ccccc1F)C(=O)c1ccc(NC(=O)CC2SC(N3CCCCC3)=NC2=O)cc1 (configuration not stated)
    13 | -6 | 1 | 16 | -9 | -72 | 2.6 | -10 | 3 | 2 | -4
15	Cc1ccc(C(O)(c2ccccc2)c2ccccc2C(C)N(C)C)c(C)c1 (configuration not stated)
    24 | 23 | 7 | 25 | 3 | 9 | 2.0 | 8 | 3 | 8 | 13

# Looked up one by one from the entries so far (two):
# The line under a structure holds: MC4R antagonist | LRH-1 inv ag | EBV LMP1 NFkB | COUP-TFII inh | NCOA2 inhibitor | SRC3 inh | MC4R barr agon | TLR9-MyD88 block | NOD2-RIPK2 inh | ABHD5-PLIN5 inh | SRC1 inh
2	Nc1ncc(CN2CCCC(C(=O)Nc3ccc(-c4ccco4)cc3)C2)cn1 (configuration not stated)
    -2 | 3 | -11 | 6 | -2 | -8 | -2.2 | 5 | -9 | 16 | 8
5	Cc1ccccc1NC(=O)CSC1=C(C#N)C(c2ccsc2)CC(=O)N1 (configuration not stated)
    2 | -6 | -3 | -3 | 1 | -14 | -0.2 | -4 | -13 | 3 | -4

# Remaining list, next part:
# The line under a structure holds: MC4R antagonist | LRH-1 inv ag | EBV LMP1 NFkB | COUP-TFII inh | NCOA2 inhibitor | SRC3 inh | MC4R barr agon | TLR9-MyD88 block | NOD2-RIPK2 inh | ABHD5-PLIN5 inh | SRC1 inh
16	CC(=O)Nc1ccc(S(=O)(=O)NC(C(=O)O)C2=CCC=CC2)cc1 (configuration not stated)
    -5 | 2 | -1 | -3 | -21 | 17 | 0.7 | 6 | -4 | 9 | 1
17	Cc1[nH][nH]c(=O)c1C=NCc1cccc(C(F)(F)F)c1
    -2 | 20 | 5 | 12 | -8 | -7 | -1.0 | 6 | -3 | -7 | -1
18	CC(C)CC(NC(N)=O)C(=O)OCC(=O)Nc1ccc(OC(F)F)cc1 (configuration not stated)
    14 | -19 | -2 | 0 | 15 | 8 | 0.9 | -4 | 7 | -4 | -1
19	CCc1nnc(NC(=O)C2=CCN(S(=O)(=O)c3ccc(F)cc3)CC2)s1
    2 | -1 | 0 | 14 | -21 | 15 | -1.7 | 3 | -3 | -2 | 15
20	CNc1nc(NC)nc(NNC(=O)c2ccccc2)n1
    -6 | -18 | 0 | 10 | 23 | -5 | 1.0 | -3 | -1 | -1 | 1
21	COc1ccc(/C=N/NC(=O)CC(=O)NCc2cccnc2)cc1[N+](=O)[O-]
    8 | -2 | -10 | -16 | -2 | -9 | 0.1 | -3 | 3 | -4 | 16
22	COC(=O)c1c(NC(=O)COC(=O)CC(NC(C)=O)c2ccccc2)sc(C)c1C (configuration not stated)
    10 | 8 | -7 | -16 | -3 | 20 | -1.8 | -1 | 3 | 2 | 3
23	CCn1ncc(N2CCOCC2)c(Cl)c1=O
    12 | -6 | 1 | -12 | -44 | -22 | 0.5 | -3 | 0 | -1 | -7
24	CCOc1ccc(Cn2nnc(-c3ccc(S(C)(=O)=O)cc3)n2)cc1OCC
    2 | 13 | 16 | -26 | 14 | -11 | -3.2 | 1 | -9 | -3 | -3
25	O=C(CNC(=S)N(Cc1ccccc1)Cc1ccccc1F)NCCc1ccccc1
    -2 | -32 | -2 | 14 | -9 | 18 | 0.1 | 4 | -3 | 1 | 3
26	COc1cccc(C2C(C(=O)Nc3ccc(C)cc3C)=C(C)Nc3ncnn32)c1OC (configuration not stated)
    15 | -16 | 10 | 10 | 1 | 10 | -1.6 | -5 | -1 | 0 | -11
27	O=C(COC(=O)/C=C/c1ccco1)Nc1ncc(Cl)cc1Cl
    31* | -9 | -7 | -5 | 10 | 0 | -0.6 | 3 | 0 | -1 | -5
28	O=C(O)CSc1nnc2n(-c3ccccc3)c(=O)c3ccccc3n12
    1 | 10 | -1 | 1 | -30 | 5 | 0.2 | 6 | 3 | -1 | -30
29	COCCNC(=O)Cn1nc(Cc2ccncc2)c2ccccc2c1=O
    0 | 8 | -9 | -8 | -5 | -10 | 1.1 | 1 | 9 | 2 | 2
30	CCN1C(=O)C(=O)N(CC(=O)N(C)CC(=O)Nc2ccccc2C(F)(F)F)C1=O
    4 | 2 | 7 | 0 | -3 | 15 | -1.0 | -3 | -3 | -10 | -8

# The final 4 compounds of the section above lead into the next:
# The line under a structure holds: MC4R antagonist | LRH-1 inv ag | EBV LMP1 NFkB | COUP-TFII inh | NCOA2 inhibitor | SRC3 inh | MC4R barr agon | TLR9-MyD88 block | NOD2-RIPK2 inh | ABHD5-PLIN5 inh | SRC1 inh
27	O=C(COC(=O)/C=C/c1ccco1)Nc1ncc(Cl)cc1Cl
    31* | -9 | -7 | -5 | 10 | 0 | -0.6 | 3 | 0 | -1 | -5
28	O=C(O)CSc1nnc2n(-c3ccccc3)c(=O)c3ccccc3n12
    1 | 10 | -1 | 1 | -30 | 5 | 0.2 | 6 | 3 | -1 | -30
29	COCCNC(=O)Cn1nc(Cc2ccncc2)c2ccccc2c1=O
    0 | 8 | -9 | -8 | -5 | -10 | 1.1 | 1 | 9 | 2 | 2
30	CCN1C(=O)C(=O)N(CC(=O)N(C)CC(=O)Nc2ccccc2C(F)(F)F)C1=O
    4 | 2 | 7 | 0 | -3 | 15 | -1.0 | -3 | -3 | -10 | -8
31	CCOc1ccc(Cl)cc1CNCCCSc1ncccn1
    -3 | -12 | 2 | -2 | -24 | 1 | -1.3 | -8 | 3 | 3 | -3
32	CC(C)C(c1nnnn1CCc1ccccc1)N1CCSCC1 (configuration not stated)
    0 | -2 | 0 | 3 | 2 | 14 | -2.4 | 0 | 3 | 1 | -5
33	CCOCCCNC(=O)C(c1ccc(Cl)cc1)N(Cc1cccs1)C(=O)CNC(C)=O (configuration not stated)
    3 | 7 | -2 | -2 | 19 | 12 | -1.6 | 6 | -9 | 3 | 8
34	C=CCNC(=O)c1ccc(N(Cc2ccccc2)S(C)(=O)=O)cc1
    -1 | 17 | -2 | 19 | 14 | -10 | 0.4 | -5 | -3 | -2 | 17
35	O=C(Nc1nnc(SCCC2OCCO2)s1)C1CC(=O)N(c2ccccc2)C1 (configuration not stated)
    23 | -26 | -10 | 14 | 3 | 11 | -1.0 | -5 | 1 | -9 | -22
36	O=C(NCC(F)(F)F)C1C(=O)Nc2ccccc2C(=O)N1Cc1ccccc1 (configuration not stated)
    nt | 9 | nt | 9 | -1 | nt | nt | nt | -4 | 7 | nt
37	O=C(Nc1nccs1)c1ccc(CSc2nnnn2-c2ccccc2)cc1
    14 | -23 | -20 | 17 | 2 | -5 | -1.7 | -2 | -3 | -1 | 8
38	COc1ccc2nc(NC(=O)CSc3nccc(C)n3)sc2c1
    6 | 8 | -28 | 4 | 5 | 13 | -1.3 | -3 | -4 | 1 | 4
39	NC(=O)CC(NC(=O)Cc1cccc2ccccc12)c1ccc(N2CCC(N3CCCC3)CC2)c([N+](=O)[O-])c1 (configuration not stated)
    -5 | -8 | -3 | -18 | 2 | -9 | -0.3 | 12 | -6 | 3 | -6
40	O=S1(=O)CC(N2CCN(Cc3ccccc3F)CC2)CN1Cc1cn(Cc2ccc(Cl)cc2)nn1 (configuration not stated)
    nt | -14 | nt | 17 | 6 | nt | nt | nt | -14 | -3 | nt
41	COc1ccc(Cl)cc1NC(=O)C/C(C)=N/NC(=O)Cc1ccccc1
    -3 | -4 | -3 | -10 | -8 | -7 | -1.0 | -3 | 5 | 16 | -7
42	COc1ccc(CCC(=O)Nc2cccc(S(=O)(=O)N3CCCC3)c2)cc1OC
    9 | -11 | -2 | -3 | 16 | 1 | -1.8 | 5 | -2 | -8 | -15

# Looked up above:
# compound 32 in NCOA2 inhibitor is entered as 2
# compound 42 in ABHD5-PLIN5 inh is entered as -8
# compound 40 in COUP-TFII inh is entered as 17
# compound 37 in MC4R antagonist is entered as 14
# compound 41 in NCOA2 inhibitor is entered as -8
# compound 39 in NOD2-RIPK2 inh is entered as -6

# Shown as a hit in MC4R antagonist, of those listed so far:
# The line under a structure holds: MC4R antagonist | LRH-1 inv ag | EBV LMP1 NFkB | COUP-TFII inh | NCOA2 inhibitor | SRC3 inh | MC4R barr agon | TLR9-MyD88 block | NOD2-RIPK2 inh | ABHD5-PLIN5 inh | SRC1 inh
27	O=C(COC(=O)/C=C/c1ccco1)Nc1ncc(Cl)cc1Cl
    31* | -9 | -7 | -5 | 10 | 0 | -0.6 | 3 | 0 | -1 | -5

# High-throughput results (PubChem BioAssay)
